From PubChem BioAssay
PTHR1 agonist: qHTS for PTHR1 Agonists: Primary Screen | Potency, µM (top dose mostly 115 µM), for the others: top-dose activation, most hits filed as activators | Parathyroid hormone/parathyroid hormone-related peptide receptor (Homo sapiens), Q03431 | HEK293 GP2 PTHR1 cells, GloSensor cAMP luminescence, 1 h | AID 743266, 2014 | 410,000 tested, 0.075% active; also: potency is read from the fitted curve at half-maximal effect; nearly all actives have a fitted effect of over 55% in size; some results filed as inactive show a strong effect at the top dose; inactives centre near -15; many of its hits are not listed in these tables
Target sequence (Q03431 whole entry, looked up): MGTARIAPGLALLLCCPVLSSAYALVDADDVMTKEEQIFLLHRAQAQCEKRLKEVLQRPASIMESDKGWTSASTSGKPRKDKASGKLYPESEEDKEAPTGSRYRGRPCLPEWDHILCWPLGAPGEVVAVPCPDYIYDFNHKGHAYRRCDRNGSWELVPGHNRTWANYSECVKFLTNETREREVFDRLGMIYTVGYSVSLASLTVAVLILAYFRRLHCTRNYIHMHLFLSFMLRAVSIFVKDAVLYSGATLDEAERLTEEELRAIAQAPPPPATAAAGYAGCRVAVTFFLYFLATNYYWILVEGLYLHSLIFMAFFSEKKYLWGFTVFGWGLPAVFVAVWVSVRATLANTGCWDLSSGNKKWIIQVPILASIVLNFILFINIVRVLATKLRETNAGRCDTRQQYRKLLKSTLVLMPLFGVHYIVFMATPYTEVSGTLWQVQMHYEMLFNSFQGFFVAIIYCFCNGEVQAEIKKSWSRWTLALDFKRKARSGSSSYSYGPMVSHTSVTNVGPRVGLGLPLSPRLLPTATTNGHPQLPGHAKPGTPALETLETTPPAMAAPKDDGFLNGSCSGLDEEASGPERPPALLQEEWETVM
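HEK-293-derived GP2 cells expressing PTHR1 and a GloSensor cAMP reporter, 3,000/well, plated overnight, given luciferin plus IBMX (each 0.5 mM as added) for 1 h at 37 °C, then compound for 1 h at 37 °C. Luminescence was read after 15 min at room temperature.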
aSyn yeast inh: qHTS of alpha-syn Inhibitors | Yeast expressing alpha-synuclein, growth rescue, BacTiter-Glo, 24 h | Potency, µM (top dose mostly 46.1 µM), for the others: at the highest dose growth rescue (activation), usual class: activators | 370,000 tested, 0.14% active | AID 652106, 2013; also: potency is read from the fitted curve at half-maximal effect; % of control where 0% means no effect; nearly all actives have a fitted effect of over 65% in size
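Galactose-induced alpha-syn yeast (OD600=0.02, raffinose-pregrown) + pinned cpd, 24 hr, 30 deg C; growth by BacTiter-Glo luminescence. Growth restoration scores as activation.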
HEK293 tox: qHTS of GLP-1 Receptor Inverse Agonists: Cytotox Screen | HEK293 cAMP-luciferase reporter cells, luminescence, 24 h | Potency, µM (doses to about 38.3 µM), for inactives: at the top dose activity change, negative = inhibition, usual class: inhibitors | 410,000 tested, 0.13% active | AID 624418, 2012;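 also: loss of luciferase light is scored as toxicity; potency is read from the fitted curve at half-maximal effect; % is scaled to controls: 0 for no effect and ±100 for the full control effect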
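Luminescence readout: signal drop marks cytotoxicity. Plated cells grew 12 h at 37 °C, 5% CO2, received 23 nL compound for 24 h, then got luciferase reagent, read after 12 min at RT.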
Abeta rescue: qHTS for compounds that reverse cellular toxicity of Amyloid beta (A-beta) peptide in yeast: Primary Screen; Potency, µM (top dose mostly 46.1 µM), inactives show at the highest dose growth rescue, actives largely listed as activators; yeast expressing A-beta42, growth rescue, OD600, 48 h; response scale: 0% DMSO, 100% iron-clioquinol control; 410,000 tested, 0.063% active; also: potency is read from the fitted curve at half-maximal effect; nearly all actives have a fitted effect of over 55% in size
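Yeast A-beta toxicity model in growth medium with pinned compounds, 48 h at 30 C; growth read as absorbance at 600 nm. Normalized to FeCl3/clioquinol equimolar mix (positive) and DMSO (negative).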
GLP1R inv ag: qHTS of GLP-1 Receptor Inverse Agonists (Inhibition Mode); HEK293 GLP-1R CRE-luciferase, luminescence, 24 h; GLP-1R form is constitutively active; Potency, µM (top dose mostly 38.3 µM), without a hit: at the highest dose activity change, negative = inhibition, hits mostly inhibitors; 410,000 tested, 1.6% active; also: potency is read from the fitted curve at half-maximal effect; % is scaled to controls: 0 for no effect and ±100 for the full control effect; nearly all actives have a fitted effect of over 55% in size
Target sequence (P43220 whole entry, looked up): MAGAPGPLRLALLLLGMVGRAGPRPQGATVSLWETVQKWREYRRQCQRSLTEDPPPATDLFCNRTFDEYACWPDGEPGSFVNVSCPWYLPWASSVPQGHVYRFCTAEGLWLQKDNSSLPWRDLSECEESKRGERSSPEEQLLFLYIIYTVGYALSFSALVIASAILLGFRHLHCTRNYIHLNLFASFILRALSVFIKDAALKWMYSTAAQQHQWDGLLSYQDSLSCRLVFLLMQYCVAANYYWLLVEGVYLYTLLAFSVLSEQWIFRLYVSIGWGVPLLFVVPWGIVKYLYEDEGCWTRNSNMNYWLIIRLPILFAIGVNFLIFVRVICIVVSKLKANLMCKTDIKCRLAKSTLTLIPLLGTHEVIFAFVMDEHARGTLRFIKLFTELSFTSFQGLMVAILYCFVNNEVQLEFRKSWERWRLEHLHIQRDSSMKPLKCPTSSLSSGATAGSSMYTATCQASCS
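Readout was luciferase luminescence, measured 12 min after detection reagent at room temperature. Beforehand, GLP-1R reporter HEK293 cells had sat 12 h, then received compounds for 24 hr at 37 deg C.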
MmCpn inh: Inhibitors of TCP-1 ring complex (TRiC) of Methanococcus maripaludis (MmCpn): qHTS; Chaperonin Mm-Cpn (Methanococcus maripaludis); purified Mm-Cpn ATPase, ADP Transcreener TR-FRET; Potency, µM (top dose mostly 76.9 µM), without a hit: at the highest dose activity, negative = inhibition, hits mostly inhibitors; 330,000 tested, 0.031% active; also: potency is read from the fitted curve at half-maximal effect; % is scaled to controls: 0 for no effect and ±100 for the full control effect; nearly all actives have a fitted effect of over 80% in size
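Reaction buffer contained 30 mM Tris pH 7.4, 100 mM KCl, 5 mM MgCl2 and 1 mM DTT. Mm-CPN (25 nM final) hydrolysed 10 uM ATP over 30 min at 37°C; ADP was read by HTRF.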
pAkt inh: HTS Assay for Inhibitors of Akt Phophorylation: Primary Screen; Neuro2A IGF-stimulated pAkt S473 HTRF, 20 min; active compounds read low; activity change, % for hits at 50 µM; 360,000 tested, 0.32% active; AID 651550, 2012; in the data active = activity change below about -80%; inconclusive = mostly about -51% to -80%; also: % is scaled to controls: 0 for no effect and ±100 for the full control effect
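Single-point screen (50 µM final compound) in Neuro2A cells stimulated 20 min with 6 nM IGF at 37 deg C. After lysis, Ser473-phosphorylated Akt read by HTRF (ex 330 nm, em 615/665 nm) as the 665/615 ratio.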
TDP43 rescue: qHTS of TDP-43 Inhibitors; 410,000 tested, 1.8% active; Potency, µM (doses to about 46.1 µM), for the others: at the highest dose growth rescue (activation), most hits filed as activators; AID 652104, 2013; TDP-43 expressing yeast growth rescue, BacTiter-Glo, 24 h; also: potency is read from the fitted curve at half-maximal effect; % of control where 0% means no effect; nearly all actives have a fitted effect of over 50% in size
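Yeast cells expressing TDP-43 under galactose induction are exposed to compounds for 24 hr at 30 deg C. BacTiter-Glo luminescence measures growth, so protective compounds score as activators.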
FUS suppressor: qHTS for Suppressors of FUS Proteinopathy: Primary screen using FUS-linked yeast assay. S. cerevisiae FUS-expressing, growth rescue, OD600, 24 h. Potency, µM (highest dose often 76.6 µM), for the others: at the top dose growth rescue (activation), hits mostly activators. 390,000 tested, 0.24% active. AID 1347120, 2019;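 also: potency is read from the fitted curve at half-maximal effect; plate controls were DMSO vehicle for no effect and reference control for full effect; nearly all actives have a fitted effect of over 55% in size; some results filed as inactive show a strong effect at the top dose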
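Absorbance at 600 nm, taken 24hr after compound addition, measured rescue of FUS-yeast growth at 30C. Induction used 2% galactose with seeding at OD 0.005. Controls: CP55940 from 92uM final, DMSO only.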
Active calls of the source: *; i = inactive; ? = inconclusive; . = not tested or not shown; [ ] = remark or other dose. Unless noted, calls follow the shape of the dose curve; as a rule, active = well fitted curve in the direction sought with a large enough effect; inconclusive = small, poorly fitted or top-dose-only effect, or another doubt; inactive = no such curve, though single readings can be large; an effect the other way counts as inactive or inconclusive.

SMILES	PTHR1 agonist	aSyn yeast inh	HEK293 tox	Abeta rescue	GLP1R inv ag	MmCpn inh	pAkt inh	TDP43 rescue	FUS suppressor
CCOc1ccc(S(=O)(=O)NCCC(=O)N2CC(C)CC(C)C2)cc1 (configuration not stated)	-25%	1%	-7%	18%	-14%	2%	i	-7%	4%
COc1ccc(CCCc2nnc(SCC(=O)Nc3ncc(C)s3)o2)cc1	i	17%	5%	?	-27%	1%	i	7%	34%
O=C(c1c[nH]c2ccc(S(=O)(=O)Nc3ccccc3F)cc2c1=O)N1CCCCCC1	-22%	.	2%	-5%	-2%	.	.	16%	-16%
CC(C)(C)NC(=O)Cn1nnc(-c2ccccc2Cl)n1	i	0%	-5%	17%	6%	-2%	i	4%	-1%
O=C1N2CCCCC1(Sc1ccccc1)CCC2 (configuration not stated)	14%	?	8%	3%	6%	.	i	9%	-9%
Nc1ncnc2c1nc(SCCO)n2Cc1ccccc1	-4%	0%	-1%	0%	15%	-5%	i	20%	-12%
COc1cc(C(=O)OCC(=O)NC(=O)NC2CCCCC2)cc(Cl)c1OC	-15%	17%	-7%	-2%	?	3%	i	?	24%
CCOC(=O)N(C)c1c(CC)nc2c(OCCC3CCCCC3)cccn12	2%	-10%	-2%	6%	?	.	i	11%	7%
CCOc1ccc(OCCOCCOc2ccccc2Cl)cc1	-6%	-5%	-5%	11%	0%	0%	i	20%	15%
COc1cccc(-n2ccnc2SCC(=O)Nc2nccs2)c1	i	-5%	26%	-6%	5%	0%	i	10%	-13%
COc1ccc([C@H]2CC(=O)C=C(c3ccc(SC)cc3)C2)cc1OC	-17%	1%	-4%	4%	5%	-2%	i	0%	17%
O=C1c2ccccc2C(=O)N1CCOCCN1C(=O)c2ccccc2C1=O	i	2%	2%	-3%	7%	1%	.	-15%	-12%
COc1ccc(C2(CNC(=O)CCC(=O)O)CCCC2)cc1OC	-60%[inhibitor][57.5 µM]	3%	6%	-2%	5%	2%	i	2%	17%
Cc1ccccc1CSCCNC(=O)COc1ccc(Cl)cc1	i	27%	10%	15%	?	2%	i	11µM*	31%
N/C(=N\OC(=O)CC1CCCCC1)c1ccncc1	-7%	-1%	1%	-11%	8%	2%	i	14%	1%
O=C(CN1CCC(NC(=O)Cc2ccccc2)CC1)Nc1ccccc1Br	-33%[inhibitor]	1%	-7%	3%	-15%	0%	i	12%	-9%
O=C(O)c1ccccc1C(=O)OC1CCCC2CCCC21 (configuration not stated)	i	18%	-9%	-6%	3%	.	i	22µM*	.
CN(CC(=O)NCCCn1ccnc1)S(=O)(=O)c1ccc(Cl)cc1	-15%	-8%	-3%	-17%	-3%	0%	i	4%	-23%
O=C(Cc1cccc(NC(=O)C2CCN(C(=O)C3CCC3)CC2)c1)Nc1cccc(C(=O)N2CCCC2)c1	-18%	1%	-5%	3%	14%	1%	i	10%	12%
COc1ccc(-c2cn[nH]c2-c2ccc(OCc3ccc([N+](=O)[O-])cc3)cc2O)cc1	-12%	4%	-14%	0%	?	-2%	i	?	.
Cc1ccccc1OCc1nnc(SCC(=O)O)n1-c1ccccc1	i	0%	4%	5%	3%	2%	i	8%	-10%
N#CCCN(C(=O)COC(=O)c1ccc(S(=O)(=O)N2CCOCC2)cc1)c1ccccc1	-11%	3%	-2%	8%	6%	-7%	i	-12%	.
Cc1ccc(-c2nc(=S)c3c(n2Cc2ccco2)CC(C)(C)OC3)cc1	-23%	17%	8%	4%	0%	-4%	i	19%	25%
CCOC(=O)c1cnc2c(C)cc(Cl)cc2c1N1CCN(C)CC1	i	2%	10%	3%	15%	-1%	i	-14%	12%
CCOC(=O)c1c(NC(=O)C2c3ccccc3Oc3ccccc32)sc2c1CCC(CC)C2 (configuration not stated)	-10%	.	3%	-3%	12%	.	.	19%	3%
CC(C(=O)Nc1ccccc1C(F)(F)F)N1CCN(C)CC1 (configuration not stated)	i	-1%	5%	-18%	-11%	-3%	i	-3%	-23%
S=C(NCCc1ccccc1)N1CCCC1	i	-10%	-16%	14%	-16%	.	i	?	-5%
CCS(=O)(=O)NCC(c1cccnc1)N1CCN(c2ccc(OC)cc2)CC1 (configuration not stated)	i	6%	2%	0%	17%	2%	i	14%	-12%
C/C(N)=C(/C#N)C(=O)COC(=O)c1ccccc1C(=O)c1ccc(C)cc1	i	11%	7%	-3%	15%	1%	i	-18%	15%
O=C(c1ccncc1)N1CCN(C(=O)c2ccco2)CC1	i	1%	-9%	5%	0%	2%	i	9%	2%
CN(Cc1c(F)cccc1Cl)C(=O)CCc1c[nH]c2ccccc12	-26%	?	-10%	-21%	?	-1%	i	?	32%
CC1(C)CC(NS(=O)(=O)c2ccc(Cl)cc2)CC(C)(C)N1	i	-2%	-2%	6%	?	-1%	i	-11%	3%
Oc1ccc2ccccc2c1CN1CCOCC1	i	0%	3%	-14%	-21%	1%	i	-21%	19%
COc1ccc(S(=O)(=O)N2CCCCCC2)cc1C(=O)N(C)Cc1ccc(C)cc1	-43%[inhibitor]	-2%	0%	1%	?	0%	i	22%	24%
O=C(Nc1nnc(-c2ccco2)o1)c1ccc(S(=O)(=O)N2CCCCC2)cc1	11%	4%	-17%	6%	-1%	.	i	26%	21%
c1ccc(N2CCN(c3ccccc3)C2c2cccs2)cc1	19%[57.5 µM]	-2%	5%	-13%	0%	0%	i	9%	21%
COc1ccccc1CNC(=O)COC(=O)c1ccc(S(=O)(=O)N2CCCCC2)cc1	i	-5%	14%	-10%	13%	2%	i	-3%	.
COc1cc(OC)c(NC(=O)CCc2c(C)nc3ncnn3c2C)cc1Cl	i	.	4%	-9%	-1%	.	.	3%	-20%
Brc1c(CSc2nncn2-c2ccccc2)nc2sccn12	-18%[57.5 µM]	-1%	-11%	1%	9%	2%	i	-3%	9%
O=C(NCc1ccccc1)C(=O)NCC1CCCN1S(=O)(=O)c1cccs1 (configuration not stated)	-8%	1%	-8%	-2%	2%	-3%	i	9%	26%

Some of these compounds in order of SMILES length, smallest number first.
SMILES	PTHR1 agonist	aSyn yeast inh	HEK293 tox	Abeta rescue	GLP1R inv ag	MmCpn inh	pAkt inh	TDP43 rescue	FUS suppressor
O=C1N2CCCCC1(Sc1ccccc1)CCC2 (configuration not stated)	14%	?	8%	3%	6%	.	i	9%	-9%
O=C(O)c1ccccc1C(=O)OC1CCCC2CCCC21 (configuration not stated)	i	18%	-9%	-6%	3%	.	i	22µM*	.
CN(Cc1c(F)cccc1Cl)C(=O)CCc1c[nH]c2ccccc12	-26%	?	-10%	-21%	?	-1%	i	?	32%
COc1ccc(CCCc2nnc(SCC(=O)Nc3ncc(C)s3)o2)cc1	i	17%	5%	?	-27%	1%	i	7%	34%
COc1cc(C(=O)OCC(=O)NC(=O)NC2CCCCC2)cc(Cl)c1OC	-15%	17%	-7%	-2%	?	3%	i	?	24%

The listing continues.
SMILES	PTHR1 agonist	aSyn yeast inh	HEK293 tox	Abeta rescue	GLP1R inv ag	MmCpn inh	pAkt inh	TDP43 rescue	FUS suppressor
COc1cc(OC)nc(Nc2nc(C(N)CCc3ccccc3)cs2)n1 (configuration not stated)	i	-19%	-7%	-1%	-19%	.	i	9%	4%
CC1CCCCC1NC(=O)CSCC(=O)O (configuration not stated)	-18%	-11%	10%	-15%	14%	3%	i	-22%	.
CCC(C)c1ccc(C(C)NC(=S)NCc2ccc(F)cc2)cc1 (configuration not stated)	0%	-11%	?	3.5µM*	?	1%	i	2%	-1%
CCc1cccc(NC(=O)COC(=O)c2cc(=O)c3ccccc3o2)c1	-22%	-37%[inhibitor]	-4%	-11%	13%	0%	i	-1%	4%
CN(C)CCCNc1nc(N)c([N+](=O)[O-])c(NC2CCCCC2)n1	i	0%	-27%	-11%	13µM*	0%	i	12%	-21%
CCOc1ccc(-c2cnc(NCc3cccc4ccccc34)n2CCOC)cc1	i	-15%	?	-3%	?	-2%	i	-12%	25%
CC(NS(C)(=O)=O)C(c1cccs1)N1CCN(Cc2ccccc2)CC1 (configuration not stated)	-28%	3%	0%	21%	15%	0%	i	15%	-23%
CC(C)(C)NC(=O)C(=O)N/N=C/c1cccs1	-1%	-1%	-17%	9%	0%	-1%	i	12%	-9%
Cc1ccc(-c2nc3ccccn3c2Nc2ccc3c(c2)OCO3)cc1	-15%	.	-13%	-12%	?	.	.	2%	14%
Nc1scc[n+]1Cc1cccc2cccnc12	i	4%	-13%	2%	5%	1%	i	15%	-43%
CN1CCN(C(=O)CSc2ccc(C(F)(F)F)cc2[N+](=O)[O-])CC1	i	-7%	-5%	-12%	-4%	0%	i	5%	-6%
O=C1CSC(=Nc2cccc(Cl)c2Cl)N1	i	-3%	-2%	?	2%	-1%	i	-4%[1.82 µM]	23%
CCOC(=O)c1ccccc1NC(=O)CSc1nnc(COc2ccccc2)n1CC	-35%[inhibitor]	.	-1%	18%	-21%	0%	.	?	34%
Cc1ccc(Cl)cc1NC(=O)CC1NC2CCCCC2NC1=O (configuration not stated)	i	-6%	-1%	-3%	-3%	1%	i	-5%	-25%

Some of the compounds tested. The share of hits here may be higher or lower than overall.
